Bioassay records: PubChem, several laboratories
M4 ag: CHRM4 agonism in calcium assay. P08173. CHO-K1 hM4/Gqi5, Fluo-8 calcium fluorescence; vehicle 0%, full acetylcholine response 100%. activation, % at 3 µM. 360,000 compounds, 0.14% hits. AID 624127;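 active means activation above the run mean over all test wells plus 3 SD, cut at about 32% in these data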;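 further: peak over basal fluorescence ratio per well then scaled between controls; 0% = DMSO wells and 100% = acetylcholine at EC100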
M1 antag: antagonists of human M1 muscarinic receptor; P11229; CHO-K1 hM1, Fluo-8 calcium fluorescence, ACh EC80 antagonist; inhibition, % at 3 µM; 360,000 compounds, 1.3% hits;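 active means percent inhibition above its own plate's cutoff, namely the mean of that plate's compound wells plus 3 SD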;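 further: peak over basal fluorescence ratio during 140 s after agonist addition; 0% = ACh EC80 plus DMSO and 100% = DMSO alone without agonist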
Target sequence (P11229 whole entry, looked up): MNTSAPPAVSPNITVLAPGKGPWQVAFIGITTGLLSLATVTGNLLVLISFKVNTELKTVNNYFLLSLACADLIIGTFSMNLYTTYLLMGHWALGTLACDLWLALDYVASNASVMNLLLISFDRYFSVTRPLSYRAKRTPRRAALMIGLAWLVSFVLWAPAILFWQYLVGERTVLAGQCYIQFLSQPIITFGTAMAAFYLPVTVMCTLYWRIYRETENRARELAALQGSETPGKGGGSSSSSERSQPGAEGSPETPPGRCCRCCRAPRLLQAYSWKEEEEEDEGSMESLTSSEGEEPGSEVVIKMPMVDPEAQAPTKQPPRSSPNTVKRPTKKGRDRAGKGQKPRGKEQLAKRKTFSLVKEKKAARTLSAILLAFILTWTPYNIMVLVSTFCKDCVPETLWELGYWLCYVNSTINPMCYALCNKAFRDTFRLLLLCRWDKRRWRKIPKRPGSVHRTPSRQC
M4 antag: blocks acetylcholine activation of human M4 receptor; P08173; CHO-hM4 cells, ACh EC80, Fluo-8 calcium fluorescence; inhibition, % at 3 µM; 360,000 compounds, 0.73% hits; AID 624125;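 active means inhibition above its plate's cutoff, the mean inhibition of sample wells plus 3 SD, cut at about 27% in these data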;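 further: 0% = acetylcholine EC80 with DMSO and 100% = DMSO without agonist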
CHRM1 PAM: positive allosteric modulators of human M1 muscarinic receptor. CHO-K1 hM1, Fluo-8 calcium fluorescence, ACh EC20; 0% = ACh EC20, 100% = maximal ACh. activation, % at 3 µM. 360,000 compounds, 0.088% hits; in the data active means activation above about 19%, passing the limit was not always enough
CHRM5 antagonist: CHRM5 antagonism in calcium assay; 360,000 compounds, 0.59% hits; CHO-hM5 cells, Fluo-8 calcium fluorescence, ACh EC80; inhibition, % at 3 µM;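 active means inhibition above a per-plate cutoff, the mean of that plate's test compounds plus 3 SD, cut at about 27% in these data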;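 further: 0% = acetylcholine EC80 with DMSO and 100% = DMSO without agonist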
Target sequence (P08912 whole entry, looked up): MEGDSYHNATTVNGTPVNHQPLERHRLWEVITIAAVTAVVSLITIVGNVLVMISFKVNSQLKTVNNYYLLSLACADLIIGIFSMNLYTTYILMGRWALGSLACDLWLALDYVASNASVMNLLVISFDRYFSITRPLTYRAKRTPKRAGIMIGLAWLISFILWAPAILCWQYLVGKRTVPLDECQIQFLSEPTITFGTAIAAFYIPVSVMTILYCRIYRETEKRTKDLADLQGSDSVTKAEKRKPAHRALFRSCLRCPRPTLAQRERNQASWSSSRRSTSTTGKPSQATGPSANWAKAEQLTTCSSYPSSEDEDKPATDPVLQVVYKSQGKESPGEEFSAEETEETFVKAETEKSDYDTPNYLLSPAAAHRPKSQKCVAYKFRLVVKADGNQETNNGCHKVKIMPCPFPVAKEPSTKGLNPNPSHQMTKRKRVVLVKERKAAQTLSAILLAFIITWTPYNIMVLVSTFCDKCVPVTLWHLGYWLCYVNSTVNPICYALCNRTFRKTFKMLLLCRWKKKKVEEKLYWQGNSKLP
CHRM5 agonist: CHRM5 agonism in calcium assay; P08912; CHO-K1 hM5 cells, Fluo-8 calcium fluorescence; 0% DMSO wells, 100% maximal acetylcholine response; activation, % at 3 µM; 360,000 compounds, 0.19% hits;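 active means activation above the run's mean over test compounds plus 3 SD, cut at about 23% in these data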;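 further: signal is peak over basal fluorescence ratio across the kinetic read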
CHRM4 PAM: CHRM4 positive allosteric modulation; 360,000 compounds, 0.4% hits; AID 624126; CHO-K1 hM4/Gqi5, Fluo-8 calcium fluorescence, ACh EC20; 0% = ACh EC20, 100% = maximal ACh; activation, % at 3 µM;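 active means activation above its plate's cutoff, the mean activation of sample wells plus 3 SD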; further: some results filed as inactive read as strong as hits
CHRM5 PAM: positive allosteric modulators of human muscarinic M5 receptor; P08912; CHO-K1 hM5, Fluo-8 calcium, ACh EC20 PAM; 0% = ACh EC20, 100% = ACh EC100; activation, % at 3 µM; 360,000 compounds, 0.3% hits;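 active means activation above the run cutoff, the mean activation of all test compounds plus 3 SD, cut at about 18% in these data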
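Test system: CHO-K1 hM5 cells / Doses: single-point, 3 µM nominal / Times: Post-acetylcholine fluorescence recording 140 s / Technique: Fluo-8 calcium fluorescence / Measure: Max/basal fluorescence ratio as % of EC20–EC100 ACh window / Benchmarks: low control EC20 acetylcholine (0%), high control EC100 acetylcholine (100%) / Replicates: one well per compound, no replicates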
CRFR2-BP ag: CRF-BP/CRF-R2 complex agonism | HEK293 CRF-R2/CRF-BP, calcium dye fluorescence (FLIPR); percent of saturating CRF peptide response | activation, % at 13.2 µM | 350,000 compounds, 0.46% hits | AID 588473;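 active means activation of at least 50%, plus an integration ratio under a set limit after plate pattern correction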;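 further: plate controls were neutral control wells without compound for no effect and CRF at EC100 for full effect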
Starred values were filed as active, the others as inactive; x = no result given.

nr	Compound	M4 ag	M1 antag	M4 antag	CHRM1 PAM	CHRM5 antagonist	CHRM5 agonist	CHRM4 PAM	CHRM5 PAM	CRFR2-BP ag
1	N#CCC(CNc1ncc(C(F)(F)F)cc1Cl)OC(=O)c1ccc(Cl)cc1Cl (centres undefined)	2	-10	-11	1	-7	0	-6	-7	5.3
2	O=C(O)CCCCNCc1ccccc1	1	-3	-6	9	5	2	6	0	-0.8
3	Cc1ccc(NC(=O)/C=C\C(=O)NCC(=O)O)cc1	1	3	5	-5	8	-1	-2	-6	-1.0
4	N#Cc1ccc(-c2nc3ccc(Cl)cn3c2Cc2ccccc2)cc1	0	-22	2	-4	6	-3	-6	-6	x
5	CCOCCn1c(=O)c2c(nc3n2CC(C)CN3Cc2ccccc2)n(C)c1=O (centres undefined)	2	0	5	4	6	-4	-3	4	1.0
6	Cc1ccc(NC(=O)c2nc[nH]c2C(=O)N[C@@H](CCCCNC(=O)OC(C)(C)C)C(=O)OC(C)(C)C)cc1	10	18	24	-4	-1	3	-8	-14	13
7	COc1ccc(OC)c(-c2csc(NC(=O)C3CSC4(C)CCC(=O)N34)n2)c1 (centres undefined)	5	-15	-16	13	4	-1	4	6	-0.7
8	COc1ccccc1-c1coc2cc(O)cc(O)c2c1=O	0	-2	15	3	3	0	0	-1	-1.6
9	CC1CCC(NC(=O)c2cc3c(s2)CCCC3)CC1 (centres undefined)	-2	-7	1	4	-2	-5	2	0	-3.1
10	CN(C(=O)COc1ccccc1)c1nnc(C23CC4CC(CC(C4)C2)C3)s1	0	0	-1	-1	1	0	-6	-5	0.8
11	COc1ccc(/C=N\Nc2ccccn2)c(OC)c1	0	-19	-5	10	-4	-6	5	8	-4.6
12	COc1cccc(NS(=O)(=O)c2c(C(=O)N3CCCCCC3)c(C)n(C)c2C)c1	-1	-7	-14	-6	-4	-4	-3	1	-2.5
13	Cc1cc(NC(=O)c2ccccc2)ncc1NC(=O)c1cccs1	1	2	1	0	16	0	6	-9	0.7
14	CC(=O)Nc1nc(-c2ccc3ccccc3c2)cs1	1	-15	-28	5	-4	12	15	18	0.7
15	O=C(NC1CC1)C1=C[C@@H](c2c[nH]c3ccccc23)C[C@@H](OCc2ccc(CO)cc2)O1	3	-1	-1	14	11	-1	2	2	-2.3
16	CCn1cc(CNC(=O)c2cc([N+](=O)[O-])c(C)c([N+](=O)[O-])c2)cn1	3	-10	-11	11	4	2	19	1	-3.2
17	O=C(NCCc1ccccc1)c1cc(S(=O)(=O)N2CCCC2)ccc1F	3	-7	-6	8	-10	-2	4	3	-0.4
18	Cc1ccc(-c2n[nH]c(=S)n2/N=C/c2ccc(C(=O)O)cc2)cc1	0	-14	6	8	-23	0	-3	3	0.4
19	CCOc1ncccc1C(=O)OCC(=O)N(CC(C)C)C1CCS(=O)(=O)C1 (centres undefined)	2	-2	5	3	-1	-4	4	0	-1.1
20	O=C1OCC/C1=C\c1ccc2c(c1)OCO2	0	-8	-1	3	3	-4	0	-6	1.0

Sorted by value in CHRM5 PAM (descending): three from the list above.
nr	Compound	M4 ag	M1 antag	M4 antag	CHRM1 PAM	CHRM5 antagonist	CHRM5 agonist	CHRM4 PAM	CHRM5 PAM	CRFR2-BP ag
11	COc1ccc(/C=N\Nc2ccccn2)c(OC)c1	0	-19	-5	10	-4	-6	5	8	-4.6
9	CC1CCC(NC(=O)c2cc3c(s2)CCCC3)CC1 (centres undefined)	-2	-7	1	4	-2	-5	2	0	-3.1
10	CN(C(=O)COc1ccccc1)c1nnc(C23CC4CC(CC(C4)C2)C3)s1	0	0	-1	-1	1	0	-6	-5	0.8

The main list resumes with the three entries that preceded the break.
nr	Compound	M4 ag	M1 antag	M4 antag	CHRM1 PAM	CHRM5 antagonist	CHRM5 agonist	CHRM4 PAM	CHRM5 PAM	CRFR2-BP ag
18	Cc1ccc(-c2n[nH]c(=S)n2/N=C/c2ccc(C(=O)O)cc2)cc1	0	-14	6	8	-23	0	-3	3	0.4
19	CCOc1ncccc1C(=O)OCC(=O)N(CC(C)C)C1CCS(=O)(=O)C1 (centres undefined)	2	-2	5	3	-1	-4	4	0	-1.1
20	O=C1OCC/C1=C\c1ccc2c(c1)OCO2	0	-8	-1	3	3	-4	0	-6	1.0
21	CC1=CC(C)C(C(=O)O)C(C(=O)O)C1 (centres undefined)	1	-9	-15	7	-9	2	6	8	0.4
22	CCCn1c(SCc2ccccc2)nc2c1c(=O)[nH]c(=O)n2C	2	-16	1	1	2	-8	3	-3	-3.4
23	CC(C(=O)NCCN1C(=O)S/C(=C\c2cccnc2)C1=O)N1C(=O)c2ccccc2C1=O (centres undefined)	3	-13	-7	10	-1	-1	-1	2	-1.9
24	COc1ccccc1C=NC(CO)C(O)c1ccc([N+](=O)[O-])cc1 (centres undefined)	0	-22	3	6	2	-1	-4	1	-1.0
25	Cc1cc(C)n(CCNC(=O)CC2C(=O)NCCN2Cc2ccc(C)o2)n1 (centres undefined)	1	-11	5	13	-3	-1	0	-2	0.7
26	CCCc1ccc2oc(C(=O)N3CCC(C(N)=O)(N4CCCCC4)CC3)c(C)c2c1	1	-1	-5	4	4	-1	-2	4	-1.0
27	Cc1cc(NC(=O)CSc2nc3ccccc3n2CC(=O)N2CC(C)CC(C)C2)no1 (centres undefined)	1	-17	6	10	-6	1	2	0	0.1
28	COc1ccc(S(=O)(=O)n2nc(OC(=O)c3cccs3)cc2N)cc1	1	-22	6	2	10	-2	-2	1	-0.5
29	COc1ccc(N=C2C(=O)Nc3c(C)cccc32)cc1	2	-5	1	5	4	0	1	1	-1.0
30	CC(C)CC1(C2CCCC2)NC(=O)NC1=O (centres undefined)	1	-8	-3	3	11	1	2	-10	-0.8
31	Cc1ccc(NC2=NC3(CCCC3)N=C(N)N2)c(C)c1	2	-5	5	10	1	-7	6	8	0.8
32	COc1ccc(N(C)C(=O)C2CCN(S(=O)(=O)c3cccc4nonc34)CC2)cc1	1	5	-4	-3	3	0	4	2	-0.2
33	OC[C@@H]1CN(CCc2ccccc2)C[C@H](n2cnc3c(NCc4ccc(F)cc4)ncnc32)O1	4	-17	-6	7	-5	1	9	4	x
34	CC(C)C[C@H](NC(=O)c1nc[nH]c1C(=O)NCC(=O)OC(C)(C)C)C(=O)OC(C)(C)C	-1	-6	-12	0	4	-1	-3	-1	3.6
35	COc1ccc(CNC(=O)c2ccccc2NC(=O)C2=C(C)OCCS2)cc1	7	-3	-5	3	6	1	-1	0	0.3
36	CN(CC(=O)Nc1ccccc1Cl)C(=O)COC(=O)C1CC1	0	12	-3	-6	-1	5	-1	2	0.5
37	Cc1cnc(C(=O)OCC(=O)Nc2ccc(C)c(S(=O)(=O)N(C)C)c2)cn1	1	1	-6	5	-6	1	-3	2	0.8
38	COc1cccc(NC(=O)NC2(C(=O)N3CCC(O)CC3)CCCCC2)c1	1	-13	-3	14	20	-2	3	-5	-0.8
39	O=C(O)Cc1ccc2sc(-c3ccccc3)nc2c1	1	0	-5	3	-6	0	-6	3	-0.2
40	COC(=O)c1[nH]c2ccccc2c1CN1CCOCC1	1	17	1	-10	15	0	-1	-1	0.6

Copied from above, 5 compounds:
nr	Compound	M4 ag	M1 antag	M4 antag	CHRM1 PAM	CHRM5 antagonist	CHRM5 agonist	CHRM4 PAM	CHRM5 PAM	CRFR2-BP ag
22	CCCn1c(SCc2ccccc2)nc2c1c(=O)[nH]c(=O)n2C	2	-16	1	1	2	-8	3	-3	-3.4
23	CC(C(=O)NCCN1C(=O)S/C(=C\c2cccnc2)C1=O)N1C(=O)c2ccccc2C1=O (centres undefined)	3	-13	-7	10	-1	-1	-1	2	-1.9
24	COc1ccccc1C=NC(CO)C(O)c1ccc([N+](=O)[O-])cc1 (centres undefined)	0	-22	3	6	2	-1	-4	1	-1.0
25	Cc1cc(C)n(CCNC(=O)CC2C(=O)NCCN2Cc2ccc(C)o2)n1 (centres undefined)	1	-11	5	13	-3	-1	0	-2	0.7
26	CCCc1ccc2oc(C(=O)N3CCC(C(N)=O)(N4CCCCC4)CC3)c(C)c2c1	1	-1	-5	4	4	-1	-2	4	-1.0

Following part:
nr	Compound	M4 ag	M1 antag	M4 antag	CHRM1 PAM	CHRM5 antagonist	CHRM5 agonist	CHRM4 PAM	CHRM5 PAM	CRFR2-BP ag
41	COC(=O)c1c(NC(=S)Nc2ccc(F)cc2[N+](=O)[O-])sc2c1CCCCC2	1	-6	4	3	5	1	5	-7	-0.5
42	O=C(O)c1c2c(nc3ccc(S(=O)(=O)N4CCC(C(=O)NC5CCCCCC5)CC4)cc13)CCCC2	0	6	12	1	6	2	-14	-7	0.9
43	Cc1c(C(=O)N2CCCCC2)c(S(=O)(=O)N(C)Cc2ccccc2)c(C)n1C	1	-6	-9	6	-7	1	10	7	-1.3
44	CCN1CCC(=NNC(=O)CC23CC4CC(CC(C4)C2)C3)CC1	0	-2	-1	1	-8	-9	3	1	-0.1
45	Oc1[nH]c2ccccc2c1C=Nc1ccccc1	0	-4	1	2	2	-6	-1	0	-1.3
46	O=S(=O)(NCCc1ccccc1)c1ccc(Cl)nc1	0	14	-16	2	4	-1	25	-5	-1.2
47	COc1ccc(NC(=O)CSc2nc3cccnc3n2C)cc1	5	-18	-9	14	-8	0	10	-6	-2.2
48	C[C@H](CO)N1C[C@H](C)[C@@H](CN(C)Cc2ccc3c(c2)OCO3)Oc2c(NS(=O)(=O)c3cn(C)cn3)cccc2C1=O	0	12	5	-9	8	1	0	-2	0.1
49	FC(F)(F)c1ccc2nnc(-c3c(Cl)cccc3Cl)n2c1	0	-5	-8	2	2	-10	5	-2	16
50	COc1ccc(NC(=O)c2ccccc2Sc2ccc(NC(C)=O)nc2)cc1	3	2	5	2	-4	1	-2	2	-1.3
